High-throughput results from PubChem BioAssay.
ABHD4 inh: inhibits mouse alpha/beta hydrolase domain 4 | Q8VD66 | purified mABHD4, FP-Rh probe fluorescence polarization | inhibition, % at 8.92 µM | 370,000 compounds, 0.54% hits | AID 720543;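 active means inhibition exceeding the mean over every tested compound plus 3 SD, cut at about 30% in these data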;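 further: 0% = plate median of compound wells and 100% = S159A mutant with DMSO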
Target sequence (Q8VD66 whole entry, looked up, the tested form may be a part): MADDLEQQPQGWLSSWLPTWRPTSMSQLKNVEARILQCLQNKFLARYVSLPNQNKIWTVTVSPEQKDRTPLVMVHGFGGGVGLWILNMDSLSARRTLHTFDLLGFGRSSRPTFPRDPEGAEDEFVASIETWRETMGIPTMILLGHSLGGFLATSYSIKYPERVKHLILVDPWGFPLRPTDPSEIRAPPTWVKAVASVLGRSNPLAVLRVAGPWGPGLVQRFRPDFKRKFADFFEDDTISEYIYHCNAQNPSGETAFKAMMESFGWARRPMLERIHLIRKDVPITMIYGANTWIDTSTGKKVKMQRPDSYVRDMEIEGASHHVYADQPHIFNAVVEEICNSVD
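System: mouse ABHD4 enzyme, wild type / Medium: HEPES pH 7.0, NaCl, Pluronic buffer / Reagent: FP-Rh activity-based fluorescent probe / Control set: S159A mutant high control, sample median low control / Detection: fluorescence polarization with parallel and perpendicular emission, 525/598 nm / Schedule: 45 min + 60 min at 25 °C / Compound dosing: 8.92 µM, single dose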
TDP2 absorb: TDP2 (human) inhibition, absorbance primary screen | 370,000 compounds, 0.34% hits | inhibition, % at 12.8 µM | recombinant TDP2, T5PNP hydrolysis, p-nitrophenol absorbance 415 nm | O95551;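 active means inhibition above the mean of all tested compounds plus 3 SD, set per campaign, cut at about 25% in these data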;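 further: 0% = DMSO with enzyme and 100% = buffer with substrate but no TDP2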
Target sequence (O95551 whole entry, looked up): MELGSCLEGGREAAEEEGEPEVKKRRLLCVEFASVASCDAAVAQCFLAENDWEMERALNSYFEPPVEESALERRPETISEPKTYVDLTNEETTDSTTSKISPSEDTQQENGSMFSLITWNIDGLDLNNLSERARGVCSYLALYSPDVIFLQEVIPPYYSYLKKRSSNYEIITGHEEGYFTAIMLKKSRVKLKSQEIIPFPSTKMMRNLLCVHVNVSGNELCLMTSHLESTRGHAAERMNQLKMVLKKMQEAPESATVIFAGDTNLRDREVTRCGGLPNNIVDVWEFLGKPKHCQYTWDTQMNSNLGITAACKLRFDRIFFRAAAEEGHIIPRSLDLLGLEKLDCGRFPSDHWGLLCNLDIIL
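test system = human TDP2 enzyme | input = TDP2 enzyme at 120 nM final | medium = 50 mM Tris-HCl pH 7.5 with Mg2+, KCl, DTT, BSA | also added = T5PNP substrate, 5 mM | times = 2 h at 37 °C | technique = epi absorbance | benchmarks = high control without enzyme, low control DMSO plus TDP2 | replication = each compound tested once, singlicate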
rCAG RNA binder: binds r(CAG) RNA repeats | r(CAG) RNA repeat, TO-PRO-1 dye displacement fluorescence | inhibition, % at 3 µM | 370,000 compounds, 1.3% hits;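 active means inhibition above the plate cutoff, the mean of all test compounds on that plate plus 3 SD, cut at about 35% in these data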;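 further: 0% = DMSO alone and 100% = 100 µM mitoxantrone as full dye displacement; higher means more dye released from RNA so lower well fluorescence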
HTRA1 inh: blocks human HTRA1 serine peptidase. inhibition, % at 5.96 µM. 340,000 compounds, 0.5% hits. Q92743. AID 504803. recombinant HTRA1, FP-rhodamine activity-based probe, fluorescence polarization; in the data active means inhibition above about 36%;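 further: 0% = enzyme with DMSO and 100% = wells lacking enzyme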
NR1D1 modulator: Rev-erb alpha (human) modulation. P20393. 370,000 compounds, 0.79% hits. AID 1259318. activity, % at 10 µM. Rev-erbα–FITC-DNA binding, fluorescence polarization, 90 min;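 active means activity above about 14%, limit read from the data; passing the limit was not always enough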;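 further: 0% = DMSO wells with 35 nM protein and 100% = DMSO wells with 750 nM protein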
SIAE inh: blocks human sialic acid acetylesterase. Q9HAT2. inhibition, % at 9.66 µM. SIAE FP-Rh probe binding, fluorescence polarization. 370,000 compounds, 0.69% hits. AID 1053197;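 active means inhibition above a cutoff: mean of compounds within the control limits plus 3 SD of those, cut at about 17% in these data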;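 further: 0% = plate median of compound wells and 100% = probe without SIAE protein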
PG9 Ab binder: small molecules binding HIV-1 gp120 antibody PG9; inhibition, % at 6.7 µM; TR-FRET gp120-PG9 antibody binding; 360,000 compounds, 0.43% hits; AID 624416; in the data active means inhibition above about 8.5%
LEDGF integ inh: blocks HIV-1 LEDGF/p75-dependent DNA integration | 370,000 compounds, 0.64% hits | inhibition, % at 3.7 µM | TR-FRET IN-LEDGF/p75 DNA integration, Eu/Cy5;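 active means inhibition above the screen-wide mean plus 3 SD, cut at about 13% in these data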;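 further: signal is the Cy5 over europium emission ratio at 671 and 618 nm; 0% = plate median of compound wells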
PRMT1 FP inh: blocks human protein arginine methyltransferase 1; Q99873; recombinant PRMT1, activity-based probe fluorescence polarization; inhibition, % at 2.79 µM; 370,000 compounds, 1.3% hits; AID 652257;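 active means inhibition above about 21% made by adding two undisclosed values, limit read from the data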
Target sequence (Q99873 whole entry, looked up): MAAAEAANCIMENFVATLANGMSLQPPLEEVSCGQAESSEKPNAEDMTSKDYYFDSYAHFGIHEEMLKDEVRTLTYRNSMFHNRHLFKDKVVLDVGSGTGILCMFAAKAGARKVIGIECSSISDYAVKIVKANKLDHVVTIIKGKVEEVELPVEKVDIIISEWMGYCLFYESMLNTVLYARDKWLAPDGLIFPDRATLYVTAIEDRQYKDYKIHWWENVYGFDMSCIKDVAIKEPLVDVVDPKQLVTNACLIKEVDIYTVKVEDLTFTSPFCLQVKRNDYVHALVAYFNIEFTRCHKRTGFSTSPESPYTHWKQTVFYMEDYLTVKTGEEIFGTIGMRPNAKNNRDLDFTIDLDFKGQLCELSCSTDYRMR
TCR-CD3 inh: inhibitors of human TCR-CD3 interaction | 360,000 compounds, 0.37% hits | inhibition, % at 9.4 µM | TAMRA-labeled TCR probe fluorescence, biochemical | AID 651800; in the data active means inhibition above about 19%;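 further: recombinant mutant TCR 2C K166C tagged with TAMRA read by polarization; 0% = receptor in buffer alone and 100% = receptor with positive control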
* = called active by the depositor; x = no result given; & = joins results of further samples. These rows are one share of the data; rates above refer to the full screens.

Structure	ABHD4 inh	TDP2 absorb	rCAG RNA binder	HTRA1 inh	NR1D1 modulator	SIAE inh	PG9 Ab binder	LEDGF integ inh	PRMT1 FP inh	TCR-CD3 inh
COc1ccc(CCN(Cc2cccs2)S(=O)(=O)c2ccc(-n3cnnn3)cc2)cc1OC	6	3	2	-6	2	1	-0.1	1	-4	3
CCc1ccc(OCCn2ccnc2)cc1	6	8	-4	-2	0	-3	0.6	-2	4	-6
COC1OCC(O)C(OC(=O)c2ccccc2)C1OC(=O)c1ccccc1 (stereo not given)	-2	4	2	1	-2	3	0.1	4	-1	5
COc1ccc(C(=O)OCC(=O)NC(C)CCc2ccccc2)cc1OC (stereo not given)	4	5	-1	-1	0	0	2.7	2	0	-3
CC(C)CCNC(=O)NC(=O)CSc1ccc(S(=O)(=O)N2CCOCC2)cn1	4	2	1	-5	-4	5	-1.3	1	6	3
OC(CN1CCN(c2ccccn2)CC1)Cn1c2ccc(Cl)cc2c2cc(Cl)ccc21 (stereo not given)	-27	11	5	-61	1	-17	6.6	1	-2	-10
O=[N+]([O-])c1ccc2c(c1)C(O)n1ncnc1S2 (stereo not given)	2	-2	1	3	-5	-5	-2.5	-4	5	-1
CCOC(=O)[C@H]1[C@H]2COc3cc(OC)ccc3[C@@H]2N2C(=O)c3cc(F)c(F)cc3NC(=O)[C@@]12C	-8	3	-4	-21	1	-2	-0.4	0	-1	1
CC(C)CC(N)C(=O)OCc1ccc([N+](=O)[O-])cc1 (stereo not given)	2	3	-3	1	-5	-5	0.5	-1	2	5
CCC1CCc2c(sc(NC(=O)c3ccco3)c2C(N)=O)C1 (stereo not given)	-6	5	12	-34	-1	-10	0.6	-3	0	2
CN(Cc1ccc(Br)cc1)CC(O)COc1cccc(Br)c1 (stereo not given)	11	-13	2	-16	-3	-1	-1.6	0	-3	-7
Cc1cccc(Cn2c(C)c(C)c3cc(C(=O)NCCN4CCOCC4)ccc32)c1	-10	-20	-1	2	6	3	2.0	-3	6	-9
O=S(=O)(c1ccc(Br)s1)n1cccn1	-2	-6	5	4	-3	7	-1.5	-4	-4	4
Cn1c(NCc2ccccc2)nc2cc(-c3ccccc3)sc2c1=O	-8	-3	4	x	5	-7	0.6	5	-2	6
Cc1ccc(OCCC(=O)Nc2ccc(S(=O)(=O)Nc3cc(C)nc(C)n3)cc2)cc1	-4	13	12	-2	1	-1	0.0	2	-2	4
CCOc1ccc(OCCSc2nc(-c3ccccc3)cc(=O)[nH]2)cc1	-5	-2	2	-5	3	1	-2.2	3	2	2
O=C(C(=O)N1CCCCC1)c1cn(CC(=O)N2CCCCCC2)c2ccccc12	7	6	-4	4	3	3	-1.5	4	0	-3
CCN(CC)S(=O)(=O)c1ccc(NC(=O)COC(=O)CCc2cc(OC)c(OC)c(OC)c2)cc1	-11	-15	3	0	-4	-11	-4.1	3	-2	-12
Cc1nn(-c2ccc(Cl)cc2)c2sc(C(=O)N3CCN(c4ccccn4)CC3)cc12	-15	0	4	0	-4	6	1.0	3	-1	-4
COc1ccc(OC)c2[nH]c(=O)c(CCNC(=O)c3ccc(S(=O)(=O)N4CCCC4)cc3)cc12	0	3	0	1	-1	-1	0.7	-1	2	-1
COc1ccc(CNC(=O)[C@H](C)NC(=O)C2CCN(C(=O)[C@@H](N)CCSC)CC2)cc1	0	4	-4	5	-5	-4	-0.6	1	-1	11
CCNc1nc(NCC)n2c(SC(C(=O)Nc3cc(Cl)cc(Cl)c3)c3ccccc3)nnc2n1 (stereo not given)	2	-1	2	-9	-3	-5	-1.8	3	0	7
CCN(CC)c1ccc(/C=N/N2C(=O)c3ccccc3C2=O)c(O)c1	3	7	-3	1	-6	12	-0.5	1	0	1
COc1ccc(Cc2nnc(NC(=O)CS(=O)(=O)c3ccc(C)cc3)s2)cc1OC	4	11	12	-7	1	2	1.8	0	3	-2
O=C(Nc1cccc(NC(=O)c2cccc(Cl)c2)c1)c1cccnc1	-10	-9	3	-67	-2	0	0.9	5	-4	3

3 entries out of the list, arranged by heavy-atom count, lowest first.
Structure	ABHD4 inh	TDP2 absorb	rCAG RNA binder	HTRA1 inh	NR1D1 modulator	SIAE inh	PG9 Ab binder	LEDGF integ inh	PRMT1 FP inh	TCR-CD3 inh
O=S(=O)(c1ccc(Br)s1)n1cccn1	-2	-6	5	4	-3	7	-1.5	-4	-4	4
CN(Cc1ccc(Br)cc1)CC(O)COc1cccc(Br)c1 (stereo not given)	11	-13	2	-16	-3	-1	-1.6	0	-3	-7
COc1ccc(CNC(=O)[C@H](C)NC(=O)C2CCN(C(=O)[C@@H](N)CCSC)CC2)cc1	0	4	-4	5	-5	-4	-0.6	1	-1	11

Remaining list, next part:
Structure	ABHD4 inh	TDP2 absorb	rCAG RNA binder	HTRA1 inh	NR1D1 modulator	SIAE inh	PG9 Ab binder	LEDGF integ inh	PRMT1 FP inh	TCR-CD3 inh
CCc1ccccc1OCC(=O)Nc1cc(S(=O)(=O)N(CC)CC)ccc1N1CCOCC1	4	3	0	-32	12	3	-0.3	6	-9	-1
O=C(CCN1C(=O)/C(=C\C=C\c2ccccc2)SC1=S)Nc1ccc(C(=O)O)cc1	-51	9	46*	-35	-3	-15	-2.4	5	3	-11
CCOC(=O)N1CCN(C(=O)C[C@H]2C(=O)N(Cc3ccc(OC)cc3)C3=CCCCC[C@@]32C(=O)OC)CC1	-1	4	0	x	4	4	x	3	-8	x
CC(C)C[C@H]1COc2cccc(F)c2S(=O)(=O)N1	5&1	-1&-3	1&4	x	-5&-5	-4&-3	0.0&-1.4	2&-2	-3&-6	8&3
Cc1ccc(NC(=O)CSCC(=O)N(C)Cc2c(F)cccc2Cl)cc1	-8	0	2	-15	-3	4	-0.5	12	-1	4
Cc1cccc(NC(=O)NNC(=O)c2c(Cl)c(C)nn2C)c1	-6	-11	6	1	-1	2	-3.5	5	-5	4
CC(=O)Nc1sc(NC(=O)c2ccccc2)nc1-c1cccs1	2	-6	-2	-2	-2	2	-3.3	-3	0	-5
CC(=O)N1CCN(C(C(=O)Nc2c(C)cccc2C)c2ccccc2OC(F)(F)F)CC1 (stereo not given)	-3	0	-1	x	-2	8	0.1	1	-3	4
Nc1ccc(C(=O)Nc2ccccc2C(=O)O)cc1	9	8	12	1	-2	0	-2.0	-2	0	4
CC(NC(=O)COC(=O)c1ccco1)c1ccccc1 (stereo not given)	-7	-5	-1	-4	1	-8	2.0	-2	4	-6
COc1ccc(C2CC(c3ccccc3F)=NN2c2ccc(S(N)(=O)=O)cc2)cc1 (stereo not given)	-21	5	10	-20	-3	1	0.2	-2	4	-2
COc1cc(-c2nc(-c3ccncc3)no2)cc(OC)c1OC	6	-14	0	4	-3	-1	-0.3	4	-3	4
CC(C)n1c(Oc2ccc(F)cc2)nc2c1c(=O)n(C)c(=O)n2C	2	6	-2	6	-8	0	1.8	2	-3	-1
CC(C)c1ccc(Nc2nc(N3CCOCC3)nc(N3CCOCC3)n2)cc1	0	-10	3	0	9	1	0.5	3	-4	-4
COC(=O)c1ccc(/C=C/c2c(-c3ccc(OC)cc3)oc3ccccc23)cc1	-4	2	-1	-4	0	0	-1.2	1	0	5
CC(NC(=O)C1CCN(S(=O)(=O)c2cnc[nH]2)CC1)c1ccccc1 (stereo not given)	5	-2	0	0	6	-3	1.5	0	4	-1
O=C(CN1CCCN(S(=O)(=O)c2ccc(Br)s2)CC1)Nc1ccc(Cl)cc1	-3	-14	-4	-55	0	-10	0.1	1	-2	1
CC1CN(S(=O)(=O)c2cc(C(=O)NC(C)c3cccnc3)ccc2Cl)CC(C)O1 (stereo not given)	-6	2	3	1	-3	7	-0.9	-1	-1	6
CN(CC(=O)Nc1ccccc1Cl)C(=O)COC(=O)c1ccc(=O)n(Cc2ccccc2)n1	1	12	-2	0	-4	4	1.9	0	3	-3
Cc1ccccc1-c1cc(C(=O)Nc2sc(C)c(C)c2C(N)=O)c2ccccc2n1	-30	0	19	-46	-5	-17	0.7	-1	18	-2
C=CC(=O)NC1CCCCN(CCC)C1=O (stereo not given)	-1	0	3	x	-6	-5	-2.3	1	0	-1
CCN(CC)S(=O)(=O)c1cccc(C(=O)NNC(=O)C2=NN(c3ccccc3)C(=O)CC2)c1	11	7	3	-6	-8	1	-0.7	-1	-1	8
CC(=O)c1ccc2c(c1)C1C=CCC1C(c1cc3c(cc1Br)OCO3)N2 (stereo not given)	-5	2	5	-28	-1	-3	-1.0	2	-1	-3
CC1(C(=O)NS(=O)(=O)c2ccc3c(c2)CCO3)CCN1C(=O)C1(c2ccc(Cl)cc2)CCC1 (stereo not given)	1	7	36*	x	-6	-3	-2.1	0	1	-4
CC(C)Cc1nnc(NC(=O)CCNC(=O)c2ccccc2Cl)s1	3	-4	0	1	3	-1	-2.1	2	1	2
CCN(CC)S(=O)(=O)c1ccc(-c2nnc(SCC(=O)N3c4ccccc4CC3C)n2CC)cc1 (stereo not given)	1	-4	-4	-2	1	4	-2.3	1	-1	3
CCOC(=O)C(=CNc1cccnc1Oc1ccc(C)c2c1CCC2)C(=O)OCC	7	-11	-2	1	2	-5	-3.0	2	-1	6
CCc1nnc(NC(=O)CC23CC4CC(CC(Br)(C4)C2)C3)s1	1	-2	-1	-5	-4	8	0.9	-2	8	-7
OC(Cc1ccccc1Br)c1ncc(-c2ccc(Cl)cc2)[nH]1 (stereo not given)	-4	-6	3	x	7	-6	-0.4	2	0	-1
COc1ccc(NC(=O)Cc2nnc(N)s2)cc1	-1	18	3	5	-2	9	0.5	3	-4	0
Cc1nc2nc(C)c(NS(=O)(=O)c3ccc(Cl)cc3)c(=O)n2[nH]1	-3	-4	1	2	2	-5	3.0	-1	3	1
N#CC1(C(N)=O)OC12CCS(=O)(=O)c1ccccc12 (stereo not given)	-2	-3	1	3	-3	2	-3.8	1	-9	0
Cn1nc(C(=O)N2CCc3ccccc3C2)c2ccccc2c1=O	-2	-6	-7	1	2	-1	-2.7	0	-2	-4
CS(=O)(=O)N(CC(=O)NCCSCc1ccccc1)c1ccccc1Cl	-1	-7	-4	-7	-4	2	-0.4	4	-3	0
OC[C@H]1O[C@@H](c2nc(-c3ccc4c(c3)CCO4)no2)[C@H](O)[C@@H](O)[C@H]1O	1	6	1	x	-2	7	-1.4	1	-3	-3
NC(=O)CC(NC(=O)Cc1ccc(Cl)cc1)c1ccc(NCCN2CCOCC2)c([N+](=O)[O-])c1 (stereo not given)	-1	-4	5	0	1	-9	-1.9	1	0	-1
CC(=O)Oc1ccc2oc(/C=C/N(C)C)c([N+](=O)[O-])c2c1	-2	6	0	4	25*	-2	-9.3	-1	0	-6
CCOc1ccccc1NC(=S)N1CCC(c2nc3ccccc3o2)CC1	0	2	-8	2	-2	-2	-0.7	-1	-2	0
O=C(NCc1ccccc1F)C1CC(=O)N(Cc2ccco2)C1 (stereo not given)	-9	-8	9	5	4	0	-2.0	0	0	42*
O=C(COC(=O)/C=C/c1cccc(Cl)c1)NCc1cccs1	-1	-3	-1	-4	5	11	-0.9	6	-6	5
